# CBFb-RUNX1 inh: blocks binding between human CBF-beta and RUNX1 | Q01196+Q13951 | Potency, µM (titrated, usually from 59.8 µM), inactives show at the top dose activity, negative = inhibition, hits mostly inhibitors | 230,000 tested, under 10 active | AlphaScreen CBFb-His/RUNX1-biotin binding, biochemical; further: % of control where 0% means no effect
#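 AlphaScreen binding: CBFb-His and RUNX1-biotin (30 nM each) preincubated 20 min, compound added for 15 min, then nickel and streptavidin beads for 90 min, all at room temperature. Disruption of the interaction by any mechanism counts as activity.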
# Tau FP inhib: tau fibrillization inhibition (FP) | P10636 | K18 P301L tau heparin fibrillization, Alexa594 FP, 6 h | Potency, µM (doses to about 57.7 µM), without a hit: top-dose activity, negative = inhibition, hits mostly inhibitors | hit rate 0.39% among 280,000 | AID 1468; further: potency means the concentration at half of the fitted maximal effect; on the % scale 0 is the no-effect control and ±100 the full control effect; nearly all actives have a fitted effect of over 55% in size
# Target sequence (P10636 561-689 P618L limits assumed): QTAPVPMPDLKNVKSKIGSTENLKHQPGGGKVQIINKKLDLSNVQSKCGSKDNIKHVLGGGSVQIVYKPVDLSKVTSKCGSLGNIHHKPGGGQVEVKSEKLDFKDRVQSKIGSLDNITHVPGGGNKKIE
#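 FP of Alexa 594-tau after heparin (20 uM) induction. Substrate: human K18 P301L, 15 uM unlabeled, 0.24 uM labeled. Buffer 100 mM sodium acetate pH 7. 6 hr, 37 C.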
# TR SRC2 fluor cs: counter-screen for TRb-SRC2 inhibitors: fluorescence interference. TRb/SRC2 Texas Red total fluorescence interference. Potency, µM (highest dose often 106 µM), inactives show top-dose fluorescence change, negative = quenching. hit rate 0.29% among 280,000. AID 1479; active means well fitted curve in either direction with a large enough effect; inconclusive means small, poorly fitted or top-dose-only effect; further: potency means the concentration at half of the fitted maximal effect; on the % scale 0 is the no-effect control and ±100 the full control effect
#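 Human TRβ ligand-binding domain (0.6 uM) and Texas Red SRC2 peptide (20 nM) in Tris buffer with 1 uM T3 and 5% DMSO were incubated with pinned compound for 5 hr at ambient temperature. Total fluorescence was computed as S + 2P (555/632 nm).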
# TRb SRC2 PPI: TRbeta-SRC2 interaction inhibition | P10828 | TRbeta-SRC2 peptide binding, fluorescence polarization; receptor liganded with 1 µM T3 | Potency, µM (doses to about 106 µM), for inactives: at the top dose activity change, negative = inhibition, actives largely listed as inhibitors | hit rate 0.065% among 280,000;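 further: potency means the concentration at half of the fitted maximal effect; plate controls were bound peptide for no effect and peptide without receptor for full effect; nearly all actives have a fitted effect of over 50% in size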
#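 Assay buffer: 20 mM Tris-HCl, 100 mM NaCl, 10% glycerol, 1 mM EDTA, 0.01% NP-40, 1 mM DTT, 1 uM T3, 5% DMSO; TRb LBD 0.6 uM, Texas Red SRC2 20 nM; FP after 5 hr.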
# Epigenetic reg: derepresses silenced GFP reporter in murine cells | hit rate 0.2% among 280,000 | Potency, µM (series often up to 53.9 µM), without a hit: at the top dose GFP activation, hits mostly activators | murine LDR cells, GFP reporter derepression, 30 h; further: potency means the concentration at half of the fitted maximal effect; % of control where 0% means no effect; nearly all actives have a fitted effect of over 60% in size
#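 Readout is the number of GFP-expressing murine LDR cells, counted by cytometry following washing. Cells were treated with compound for 30 h at 37 C; the stably integrated CMV-GFP locus is normally silent.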
# NPSR antag: blocks cAMP signaling of the human neuropeptide S receptor; Potency, µM (series often up to 38.3 µM), for inactives: top-dose activity change, negative = inhibition, hits mostly inhibitors; hit rate 1% among 220,000; CHO-NPSR cells, cAMP TR-FRET, antagonist mode; further: potency means the concentration at half of the fitted maximal effect; on the % scale 0 is the no-effect control and ±100 the full control effect; nearly all actives have a fitted effect of over 50% in size; many of its hits are not listed in these tables
# Target sequence (Q6W5P4 whole entry, looked up): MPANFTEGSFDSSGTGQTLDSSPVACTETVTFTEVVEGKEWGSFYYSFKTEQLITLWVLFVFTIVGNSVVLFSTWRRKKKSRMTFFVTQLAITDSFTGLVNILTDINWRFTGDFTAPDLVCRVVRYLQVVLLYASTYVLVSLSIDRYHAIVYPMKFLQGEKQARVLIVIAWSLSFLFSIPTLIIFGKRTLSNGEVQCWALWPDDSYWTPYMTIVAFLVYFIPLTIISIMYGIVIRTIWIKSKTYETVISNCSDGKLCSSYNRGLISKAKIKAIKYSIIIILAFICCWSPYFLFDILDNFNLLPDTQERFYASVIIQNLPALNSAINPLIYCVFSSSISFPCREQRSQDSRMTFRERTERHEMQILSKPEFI
# aGal spleen mod: alpha-galactosidase A (human) modulation; human spleen homogenate, 4MU-alpha-Gal fluorescence, 40 min; AID 2107; hit rate 0.008% among 240,000; P06280; Potency, µM (top dose mostly 80 µM), for the others: at the top dose activity change, negative = inhibition, actives largely listed as inhibitors;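 further: potency means the concentration at half of the fitted maximal effect; 0% = enzyme with vehicle and -100% = no enzyme basal signal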
# Target sequence (P06280 32-429 limits assumed): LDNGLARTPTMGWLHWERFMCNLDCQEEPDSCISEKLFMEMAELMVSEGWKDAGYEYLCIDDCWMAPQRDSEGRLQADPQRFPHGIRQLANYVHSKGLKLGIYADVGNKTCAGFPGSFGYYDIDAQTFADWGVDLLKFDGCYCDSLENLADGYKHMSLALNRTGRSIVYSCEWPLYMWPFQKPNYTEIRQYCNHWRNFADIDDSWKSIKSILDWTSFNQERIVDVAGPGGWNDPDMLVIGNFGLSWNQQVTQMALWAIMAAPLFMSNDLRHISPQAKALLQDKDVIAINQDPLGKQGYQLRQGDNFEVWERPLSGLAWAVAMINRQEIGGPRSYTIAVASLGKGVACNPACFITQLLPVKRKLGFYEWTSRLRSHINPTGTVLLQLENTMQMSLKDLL
#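 Human spleen homogenate (1 ug) as enzyme source, 4-methylumbelliferyl-alpha-D-galactopyranoside 1 mM final, citrate/phosphate pH 5.0 with 0.01% Tween-20. Compounds 40 min at 37C, NaOH/glycine stop; fluorescence Ex 365/Em 440, Hill-fit AC50.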
# Tau fluor cs: counter-screen for tau fibril formation inhibitors. hit rate 0.93% among 280,000. tau K18 P301L Alexa594 fluorescence, heparin fibrillization. Potency, µM (titrated, usually from 57.7 µM), inactives show at the top dose activity change, negative = decrease; further: potency means the concentration at half of the fitted maximal effect; on the % scale 0 is the no-effect control and ±100 the full control effect; nearly all actives have a fitted effect of over 55% in size
#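 Human tau K18 P301L (15 uM unlabeled, 0.24 uM Alexa 594-labeled) in 100 mM sodium acetate pH 7 with 20 uM heparin, 6 hr at 37 C. ThT 30 uM added, 1 hr ambient; Alexa 594 FP and total fluorescence read at 555/632 nm.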
# Numbers without * were called inactive; ? = inconclusive; nt = no result given; [ ] = another dose, or the depositor's remark. Unless noted, the call rests on the fitted dose curve; in most records, active means well fitted curve in the direction sought with a large enough effect; inconclusive means small, poorly fitted or top-dose-only effect, or another doubt; inactive means no such curve, though single readings can be large; an effect the other way counts as inactive or inconclusive. These rows are one share of the data; the hit share may differ from the screen's.
# Start of the data: the first 4 compounds as a preview:
canonical_smiles	CBFb-RUNX1 inh	Tau FP inhib	TR SRC2 fluor cs	TRb SRC2 PPI	Epigenetic reg	NPSR antag	aGal spleen mod	Tau fluor cs
Cc1ccc(C(C)C)c(OCC(=O)N/N=C/c2cccn2C)c1	-14%	11%	-2%	4%	0.1%	-26%	-2%	-26%
COc1cccc(NC(=O)N(CCCN2CCOCC2)C(C)c2cc3cccc(OC)c3o2)c1 (stereo not given)	-2%	-1%	-1%	1%	-4.6%	5%[46.1 µM]	-2%	-6%
CCOc1cc(C2NN=C(c3ccccc3)S2)ccc1OCc1ccccc1Cl (stereo not given)	-1%	2%	-2%	-5%	-3.2%	-2%[46.1 µM]	3%	-7%
COc1ccc(OC)c(NC(=O)CC(NC(C)=O)c2ccccc2)c1 (stereo not given)	1%	6%	0%	1%	0.2%	11%	-2%	-2%

# Main list, from the start:
canonical_smiles	CBFb-RUNX1 inh	Tau FP inhib	TR SRC2 fluor cs	TRb SRC2 PPI	Epigenetic reg	NPSR antag	aGal spleen mod	Tau fluor cs
Cc1ccc(C(C)C)c(OCC(=O)N/N=C/c2cccn2C)c1	-14%	11%	-2%	4%	0.1%	-26%	-2%	-26%
COc1cccc(NC(=O)N(CCCN2CCOCC2)C(C)c2cc3cccc(OC)c3o2)c1 (stereo not given)	-2%	-1%	-1%	1%	-4.6%	5%[46.1 µM]	-2%	-6%
CCOc1cc(C2NN=C(c3ccccc3)S2)ccc1OCc1ccccc1Cl (stereo not given)	-1%	2%	-2%	-5%	-3.2%	-2%[46.1 µM]	3%	-7%
COc1ccc(OC)c(NC(=O)CC(NC(C)=O)c2ccccc2)c1 (stereo not given)	1%	6%	0%	1%	0.2%	11%	-2%	-2%
CC(C)c1ccc(NC(=O)Cn2c(=O)oc3cccnc32)cc1	7%	-9%	0%	-1%	-0.3%	-10%	-5%	-17%
O=C(O)c1cc([N+](=O)[O-])ccc1C(=O)Nc1ccccc1	4%	0%	1%	4%	-1.1%	-2%[46.1 µM]	5%	0%
CC(C)OCCCN1C(=O)c2ccccc2C1C(=O)NC1CCCCC1 (stereo not given)	4%	5%	-4%	-8%	0.0%	-3%[46.1 µM]	-3%	7%
O=S(=O)(c1ccccc1)n1nc(-c2ccc(Cl)cc2)nc1NCc1ccc(F)cc1	nt	?	0%	-4%	0.1%	nt	nt	?
CCOc1ccccc1NC(=O)c1ccc(F)c(S(=O)(=O)NCc2ccc3c(c2)OCO3)c1	nt	-5%	1%	1%	2.8%	nt	nt	-19%
CN1CCN(C(=S)c2ccc(OCC(=O)Nc3cccc(C(F)(F)F)c3)cc2)CC1	-5%	-14%	-3%	0%	-1.0%	8%[46.1 µM]	-6%	-10%
CCCCNC(=O)c1cc(Sc2ccc(OCC)cc2)nc2ccccc12	nt	0%	-2%	-10%	0.3%	nt	nt	5%
CCOc1ccc(-c2cc(NC(=O)c3ccccc3)c(C(=O)OC)s2)cc1	nt	1%	-2%	-6%	1.9%	nt	nt	-9%
Cc1ccc(Cn2c(-c3nonc3N)nc3ccccc32)cc1	7%	-10%	3%	4%	-1.1%	-21%[46.1 µM]	14%	-14%
COc1ccc(S(=O)(=O)c2cnc3ccc(Cl)cc3c2N2CCCCC2C)cc1 (stereo not given)	nt	-7%	6%	2%	0.0%	nt	nt	-14%
O=C(N/N=C/c1cccc(Br)c1)c1ccc(Br)cc1	4%	-1%	0%	3%	8.3%	-13%	4%	-4%
CCn1c(CNC(=O)c2ccc(OC)cc2)nnc1SCC(=O)Nc1ccc(C)cc1	nt	0%	-2%	-2%	-1.1%	nt	nt	-10%
COc1ccc(S(=O)(=O)N2CC3CCCN3c3ccc(C(F)(F)F)cc32)cc1 (stereo not given)	6%	5%	3%	7%	0.0%	?	-6%	?
O=C(Cn1cc(S(=O)(=O)N2CCN(c3ccccc3F)CC2)c2ccccc2c1=O)Nc1cccc(C(F)(F)F)c1	nt	14µM*	-1%	6%	-0.2%	nt	nt	-25%
O=C(Nc1cccc(S(=O)(=O)NC2=NCCCCC2)c1)c1cc(-c2ccncc2)nc2ccccc12	-21%	-3%	-1%	-2%	0.9%	-9%	8%	?
NC(=O)c1nsc(C(=O)N(c2cccc(F)c2)C(C(=O)NCC2CCCO2)c2cccs2)c1N (stereo not given)	0%	2%	-2%	2%	2.1%	-34%	9%	-27%
Cc1cnc(NC(=O)CSc2nnc(CNc3ccc(F)cc3)n2CC2CCCO2)s1 (stereo not given)	-17%	-4%	-6%	5%	-1.0%	-9%[46.1 µM]	0%	-12%
N#C/C(=C\c1ccc[nH]1)Sc1nc2ccccc2s1	-17%	?	1%	1%	-1.0%	-21%[46.1 µM]	6%	?
CC(C)(C)CC(C)(C)c1ccc(OCC(=O)N/N=C/c2ccc(S(=O)(=O)O)o2)cc1	-2%	0%	-20%	?	0.1%	-5%	3%	-6%
CCOC(=O)[C@]1(C(NC(=O)OC)c2ccco2)CCCC1=O (stereo not given in full)	5%[13.1 µM]	2%[11.6 µM]	2%[11.2 µM]	7%[11.2 µM]	0.0%[10.1 µM]	nt	7%[17.5 µM]	-7%[11.6 µM]
C[C@@H](C(=O)OCC(=O)Nc1cc(S(=O)(=O)N2CCOCC2)ccc1Cl)N1C(=O)C2CCCCC2C1=O (stereo not given in full)	0%	-8%	-3%	9%	0.0%	22%	2%	-17%

# Structural class: the entries above with a Cl atom (4)
canonical_smiles	CBFb-RUNX1 inh	Tau FP inhib	TR SRC2 fluor cs	TRb SRC2 PPI	Epigenetic reg	NPSR antag	aGal spleen mod	Tau fluor cs
CCOc1cc(C2NN=C(c3ccccc3)S2)ccc1OCc1ccccc1Cl (stereo not given)	-1%	2%	-2%	-5%	-3.2%	-2%[46.1 µM]	3%	-7%
O=S(=O)(c1ccccc1)n1nc(-c2ccc(Cl)cc2)nc1NCc1ccc(F)cc1	nt	?	0%	-4%	0.1%	nt	nt	?
COc1ccc(S(=O)(=O)c2cnc3ccc(Cl)cc3c2N2CCCCC2C)cc1 (stereo not given)	nt	-7%	6%	2%	0.0%	nt	nt	-14%
C[C@@H](C(=O)OCC(=O)Nc1cc(S(=O)(=O)N2CCOCC2)ccc1Cl)N1C(=O)C2CCCCC2C1=O (stereo not given in full)	0%	-8%	-3%	9%	0.0%	22%	2%	-17%

# The listing continues:
canonical_smiles	CBFb-RUNX1 inh	Tau FP inhib	TR SRC2 fluor cs	TRb SRC2 PPI	Epigenetic reg	NPSR antag	aGal spleen mod	Tau fluor cs
CCOC(=O)Cc1csc(NC(=O)COc2cc(C)cc(C)c2)n1	8%	0%	0%[53 µM]	-1%[53 µM]	1.0%	-3%	-2%	-19%
Cc1cccc(Nc2nnc(-c3ccc(C)c(S(=O)(=O)NCC4CCCO4)c3)c3ccccc23)c1 (stereo not given)	nt	-7%	-3%	7%	-3.4%	nt	nt	?
Cc1ccc(C2Nc3ccccc3-c3nc4ccccc4n32)o1 (stereo not given)	8%	?	-8%	5%	1.7%	?	-4%	32µM*[quencher]
Cc1ccc(CN2CCc3nc(N4CCN(c5ncccn5)CC4)ncc3C2)cc1	nt	0%	-2%	2%	-4.7%	nt	nt	6%
O=C(NCCN1CCOCC1)c1cccnc1SCc1ccccc1Cl	1%	?	-3%	-7%	-1.2%	-6%	7%	-9%
COc1ccc(N2C(=O)CC(N(CCc3ccc(OC)c(OC)c3)C(=S)Nc3ccccc3)C2=O)cc1 (stereo not given)	-8%	2%	-5%	7%	4.2%	-8%	3%	-26%
O=C(CNS(=O)(=O)c1ccc2ccccc2c1)NCCc1ccccn1	6%	2%	-3%	4%	-0.2%	7%	6%	3%
CCOC(=O)N1CCN(C(=O)CS(=O)(=O)c2cn(Cc3ccccc3Cl)c3ccccc23)CC1	8%	-3%	0%	8%	0.0%	-8%[46.1 µM]	3%	-5%
Cc1ccc2nc(Cl)c(/C=N/NC(=O)[C@H]3C[C@@H]3c3ccccc3)cc2c1	3%	2%	0%	3%	0.0%	-9%	1%	-5%
CC(C(=O)NCc1ccc(Cl)cc1)n1ccc2cc(S(=O)(=O)N3CCCCCC3)ccc21 (stereo not given)	nt	-9%	2%	-1%	1.3%	nt	nt	-24%
COC(=O)c1c(C(=O)OC)n(CCCN)c2ccc(C)cc12	5%	6%	0%	2%	0.0%	11%[46.1 µM]	0%	2%
O=C(Nc1ccc2nc3n(c(=O)c2c1)CCCC3)c1ccccc1[N+](=O)[O-]	-1%	7%	-3%	1%	0.0%	15%	12%	-3%
O=c1oc2ccccc2c2c1SC(C(F)(F)F)C2 (stereo not given)	10%	1%	0%	3%	-0.8%	-19%[46.1 µM]	27%	-7%
CCC1=Nc2cc(C(=O)O)ccc2Sc2ccccc21	5%[2.36 µM]	2%	-1%	8%	-1.7%	-8%	2%	-10%
C/C(CC(=O)Nc1ccc2c(c1)OCO2)=N\NC(=O)OC(C)(C)C	-1%	-2%	-6%	2%	1.1%	9%	-1%	-2%

# Assay outcomes: PubChem BioAssay, National Center for Advancing Translational Sciences (NCATS)
